HTR5A ag ctr = HTR5A agonists in luminescence cell assay, primary screen, counter-screen for OPRM1-OPRD1 heterodimer agonist project, full-deck HTS; actives 0.61% (n = 340,000); cell-based; activation, % at 9.3 µM; in the data active = activation mostly above about 9.5%, no sharp cut-off; inactive = mostly below about 7.6%;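 note: 0% = cells with vehicle only and 100% = reference agonist; strong numbers were not always called active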
Target sequence (P47898 whole entry, looked up): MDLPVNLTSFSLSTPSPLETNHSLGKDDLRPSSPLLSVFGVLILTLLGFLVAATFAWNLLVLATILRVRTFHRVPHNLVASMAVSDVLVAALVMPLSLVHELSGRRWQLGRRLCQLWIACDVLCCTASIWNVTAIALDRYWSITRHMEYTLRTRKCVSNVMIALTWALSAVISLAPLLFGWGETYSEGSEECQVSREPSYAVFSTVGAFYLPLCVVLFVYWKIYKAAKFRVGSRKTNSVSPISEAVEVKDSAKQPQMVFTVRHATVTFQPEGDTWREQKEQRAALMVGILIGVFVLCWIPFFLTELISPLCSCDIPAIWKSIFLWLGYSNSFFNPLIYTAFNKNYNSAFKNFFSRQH
cardiac RTF act = cardiac RTF calcium sensitivity activators, primary screen, biochemical, IANBD-TnC fluorescence, EC20 calcium. Troponin I, cardiac muscle (Homo sapiens) + Troponin T, cardiac muscle (Homo sapiens) + …. IANBD-labeled TnC RTF fluorescence at EC20 calcium; 0% EC20 calcium, 100% full calcium. activation, % at 7.2 µM. actives 0.24% (n = 340,000);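 active = activation above the mean over all tested compounds plus 3 SD, cut at about 30% in these data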;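 note: rise in fluorescence read as greater calcium sensitivity of cardiac thin filaments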
HTR5A inv ctr = HTR5A inverse agonists in luminescence cell assay, primary screen, counter-screen for OPRM1-OPRD1 heterodimer inverse agonist project, full-deck HTS. 5-hydroxytryptamine receptor 5A (Homo sapiens), P47898. AID 504634, 2011. actives 0.083% (n = 340,000). inhibition, % at 9.3 µM. HTR5A cell line, inverse agonism; in the data active = inhibition mostly above about 23%, no sharp cut-off; inactive = mostly below about 18%;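 note: 0% = cells with DMSO and 100% = no-cell wells with DMSO; some compounds called inactive have numbers as strong as hits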
MOR-DOR inv ag = inverse agonists of MOR-DOR heterodimerization, primary screen, cell-based, luminescence | actives 0.21% (n = 340,000) | inhibition, % at 9.3 µM | AID 504357, 2011 | cell-based MOR-DOR heterodimer luminescence, inverse agonism; in the data active = inhibition above about 22%, passing the limit was not always enough;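 note: 0% = cells with DMSO and 100% = wells without cells with DMSO; values of inactives mirror those of a sister screen read the other way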
CAL-PDZ inh HTS = untagged CAL PDZ binding inhibitors, primary screen, biochemical, fluorescence polarization, HTS | Golgi-associated PDZ and coiled-coil motif-containing protein (Homo sapiens), Q9HD26 | purified CAL PDZ, TMR-peptide fluorescence polarization, 1 h | inhibition, % at 24.9 µM | actives 0.92% (n = 300,000);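 active = mean inhibition of at least 30% with at least half of replicates also reaching 30%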;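 note: 0% = DMSO neutral control and 100% = excess unlabeled competitor peptide PRC23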
Keap1 Nrf2 FP = Keap1-Nrf2 protein-protein interaction inhibitors, primary screen, biochemical, fluorescence polarization, single point; inhibition, % at 9.4 µM; Kelch-like ECH-associated protein 1 (Homo sapiens), Q14145; AID 504523, 2011; actives 0.15% (n = 340,000); Keap1 Kelch-Nrf2 peptide fluorescence polarization, 1536-well; in the data active = inhibition above about 12%;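 note: human Keap1 Kelch domain with fluorescein labeled Nrf2 9mer peptide probe; 0% = neutral control wells and 100% = peptide positive control; higher means more block of Keap1 binding to Nrf2 peptide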
Target sequence (Q14145 whole entry, looked up, the tested form may be a part): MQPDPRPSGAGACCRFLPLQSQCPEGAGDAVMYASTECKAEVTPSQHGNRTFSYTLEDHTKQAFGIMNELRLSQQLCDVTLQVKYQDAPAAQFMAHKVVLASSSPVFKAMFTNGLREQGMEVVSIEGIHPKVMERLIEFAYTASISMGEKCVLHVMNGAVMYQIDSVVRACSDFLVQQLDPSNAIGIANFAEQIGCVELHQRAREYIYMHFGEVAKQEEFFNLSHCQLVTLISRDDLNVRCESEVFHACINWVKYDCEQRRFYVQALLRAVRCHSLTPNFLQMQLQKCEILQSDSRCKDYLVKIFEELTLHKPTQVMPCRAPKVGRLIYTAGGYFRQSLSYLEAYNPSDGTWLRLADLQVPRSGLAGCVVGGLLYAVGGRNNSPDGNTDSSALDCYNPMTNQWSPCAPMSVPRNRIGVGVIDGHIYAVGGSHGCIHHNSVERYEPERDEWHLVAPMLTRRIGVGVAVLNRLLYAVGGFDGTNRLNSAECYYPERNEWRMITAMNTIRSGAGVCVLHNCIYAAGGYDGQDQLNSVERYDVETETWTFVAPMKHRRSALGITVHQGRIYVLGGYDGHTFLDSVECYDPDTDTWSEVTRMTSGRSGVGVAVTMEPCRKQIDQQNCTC
RTF Ca sens inh = cardiac RTF calcium sensitivity inhibitors, primary screen, biochemical, IANBD-TnC fluorescence, EC70 calcium; IANBD-labeled cardiac RTF, Ca2+ fluorescence; AID 493244, 2011; actives 0.12% (n = 340,000); inhibition, % at 7.15 µM; Troponin I, cardiac muscle (Homo sapiens) + Troponin T, cardiac muscle (Homo sapiens) + …;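 active = inhibition above the mean inhibition of all tested compounds plus 3 SD, cut at about 17% in these data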;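 note: assay run at fixed EC70 calcium of 1.6 mM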
MOR-DOR ag = agonists of OPRM1-OPRD1 heterodimerization, primary screen, cell-based, luminescence; actives 0.3% (n = 340,000); activation, % at 9.3 µM; Mu-type opioid receptor (Homo sapiens) + Delta-type opioid receptor (Homo sapiens), …; AID 504326, 2011; cells; in the data active = activation above about 18%;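 note: 0% = vehicle-treated cells and 100% = reference agonist; values of inactives mirror those of a sister screen read the other way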
V-ATPase pHluor = regulators of yeast V-ATPase proton pumping, primary screen, pHLuorin cytosolic pH fluorescence; S. cerevisiae; response, % at 10 µM; actives 0.37% (n = 350,000); AID 504577, 2011; in the data active = response mostly above about 7.3%, no sharp cut-off; inactive = mostly below about 5.4%; note: actives read high; inactives centre near 0; some compounds called inactive have numbers as strong as hits; reference of the scale not given here
C-LANA FP = inhibitors of KSHV C-LANA binding to DNA, primary screen, biochemical, fluorescence polarization, FAM-LBS DNA, MBP-C-LANA, single point | inhibition, % at 9 µM | AID 504423, 2011 | actives 0.078% (n = 340,000) | Kaposi's sarcoma herpesvirus LANA C-terminal domain (residues 932-1162) DNA binding;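 active = highest replicate inhibition at or above 60% at 9 µM, even if other replicates fall short; inactive = all replicates below 60% inhibition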;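 note: 0% = neutral control wells and 100% = 4 µM acridine orange control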
* marks the source's active call; other numbers are inactive results; · = no result given.

no.	Molecule	HTR5A ag ctr	cardiac RTF act	HTR5A inv ctr	MOR-DOR inv ag	CAL-PDZ inh HTS	Keap1 Nrf2 FP	RTF Ca sens inh	MOR-DOR ag	V-ATPase pHluor	C-LANA FP
1	CC(=O)Nc1ccc(S(=O)(=O)Nc2nnc(C(C)(C)C)s2)cc1	-4	-1	-13	7	2	-4	-3	-1.4	0	0.4
2	CCOC(=O)N1CCN(C(=O)CCNS(=O)(=O)c2ccc3c(c2)c(=O)n(C)c(=O)n3C)CC1	4	1	-12	8	-3	-1	-2	-1.5	3	-2.1
3	CC1CN(C(=O)c2cccc(S(=O)(=O)N3CCN(c4ccc(F)cc4)CC3)c2)CC(C)O1 (stereo unspecified)	7	4	4	-14	-1	-5	-7	2.6	0	-1.2
4	Cc1onc(-c2ccccc2)c1C(=O)N1CCN(C/C=C/c2ccccc2)CC1	0	-10	-1	3	-2	-4	-5	-0.5	-1	0.2
5	COc1cccc(NC(=O)c2ccc3c(c2)OCO3)c1	-2	0	7	4	-2	-1	4	-0.7	-1	0.3
6	CCc1ccc(OCC(=O)N2CCN(c3ccccc3F)CC2)cc1	0	4	0	-23	-3	-3	1	4.5	-1	0.9
7	CCOC(=O)C1CCCN(C(=O)C2CCN(S(=O)(=O)c3ccc4ccccc4c3)CC2)C1 (stereo unspecified)	-1	3	4	5	-4	-1	-8	-1.0	1	-1.7
8	O=C(COC(=O)Cc1ccsc1)Nc1ccc(F)cc1Cl	-7	0	16	1	-1	-10	-3	-0.1	-4	0.5
9	O=C(Cn1nc(C(F)(F)F)cc1C1CC1)Nc1ccccc1F	0	3	4	8	-2	-3	-17	-1.6	1	-0.6
10	Cc1nc(-c2ccc(Cl)cc2)sc1C1(C)CC(c2ccccc2)=NO1 (stereo unspecified)	4	2	12	10	-1	4	-8	-1.7	5	-0.9
11	O=C(CN(C(=O)CSc1nc2ccccc2o1)c1ccccc1)NC1CCCCC1	2	0	8	-1	0	2	13	0.2	2	1.8
12	COc1ccc(NC(=O)CSc2n[nH]c(N)n2)cc1OC	2	-4	-6	13	-5	2	7	-2.6	-1	0.1

An excerpt of these results, as labelled records.
8: O=C(COC(=O)Cc1ccsc1)Nc1ccc(F)cc1Cl
  HTR5A ag ctr: -7 | cardiac RTF act: 0 | HTR5A inv ctr: 16 | MOR-DOR inv ag: 1 | CAL-PDZ inh HTS: -1 | Keap1 Nrf2 FP: -10 | RTF Ca sens inh: -3 | MOR-DOR ag: -0.1 | V-ATPase pHluor: -4 | C-LANA FP: 0.5
9: O=C(Cn1nc(C(F)(F)F)cc1C1CC1)Nc1ccccc1F
  HTR5A ag ctr: 0 | cardiac RTF act: 3 | HTR5A inv ctr: 4 | MOR-DOR inv ag: 8 | CAL-PDZ inh HTS: -2 | Keap1 Nrf2 FP: -3 | RTF Ca sens inh: -17 | MOR-DOR ag: -1.6 | V-ATPase pHluor: 1 | C-LANA FP: -0.6

Next part:
no.	Molecule	HTR5A ag ctr	cardiac RTF act	HTR5A inv ctr	MOR-DOR inv ag	CAL-PDZ inh HTS	Keap1 Nrf2 FP	RTF Ca sens inh	MOR-DOR ag	V-ATPase pHluor	C-LANA FP
13	Cc1c(C(=O)CN2CCOCC2)[nH]c2ccccc12	1	7	5	-6	-1	4	1	1.1	-4	1.3
14	COC(=O)c1sc2ncccc2c1OCc1ccc(Cl)cc1	1	0	-2	11	-2	0	-4	-2.3	-1	0.1
15	NNC(=O)CNC(=O)c1ccccc1F	-3	-3	-8	5	-3	1	-10	-0.9	0	-0.2
16	Cc1ccc(NC(=O)C2CCN(C(=O)NCc3ccccc3)CC2)cc1C	-5	1	12	10	-5	-1	6	-1.7	3	0.5
17	COc1cccc(N2CCN(C(=O)CCSCc3ccccc3F)CC2)c1	5	3	-30	5	-12	-3	2	-0.9	2	0.2
18	COc1ccc(S(=O)(=O)N2CCCC(C(=O)N3CCOCC3)C2)cc1Cl (stereo unspecified)	3	0	8	4	4	-3	-7	-0.7	6	0.7
19	CCN(C(=O)COC(=O)C12CC3CC(CC(NC(C)=O)(C3)C1)C2)C1CCCCC1	-7	-5	-11	8	-4	-9	-4	-1.2	-3	0.2
20	CC12CCC(c3c(C(=O)O)nn(-c4ccc(F)cc4)c31)C2(C)C (stereo unspecified)	3	-1	6	9	1	-3	-16	-1.8	4	0.0
21	Cc1cccc(N2C(=O)N3[C@@H]4c5ccccc5OC[C@@H]4[C@@H](c4ccccc4)[C@@]3(C)C2=O)c1	1	-2	-7	12	-4	-4	-3	-2.1	-2	3.1
22	CCOC(=O)C(C)Sc1nc2c(cnn2-c2ccc(F)cc2)c(=O)[nH]1 (stereo unspecified)	-2	-2	9	-4	3	-5	-4	1.0	-2	1.1
23	CCC(=O)N1CCCC(C(=O)c2ccc(-c3ccccc3)cc2)C1 (stereo unspecified)	0	-11	1	4	-5	3	-5	-0.8	-2	3.2
24	CN(C(=O)c1ccc(NC(=O)Cc2ccc(NC(=O)C3CCCN(C(=O)CCc4ccccc4)C3)cc2)cc1)C1CC1 (stereo unspecified)	0	0	-22	-7	-5	0	-1	1.2	-1	1.3
25	CCOC(=O)c1sc(NC(=O)c2cc(-c3ccccc3C)nc3ccccc23)c(C#N)c1C	2	7	-4	4	-1	1	-11	-0.9	-1	-1.5
26	Cc1ncc(CSc2nccc(=O)[nH]2)c(CO)c1O	-3	-7	10	24	-2	-3	-6	-4.8	3	1.3
27	O=C(O)c1ccc(CSc2nnc(-c3ccc(Cl)cc3)o2)cc1	-1	0	2	6	-6	-1	-8	-1.1	-2	-0.6
28	C=CC[C@@H](CC(=O)N[C@H](CO)Cc1ccccc1)C(=O)NCCOC(=O)[C@@H](CC=C)Cc1ccc(F)cc1	2	-5	4	12	0	1	-9	-2.6	-1	-0.7
29	Cc1ccc(C(=O)OC(C(=O)O)C(OC(=O)c2ccc(C)cc2)C(=O)O)cc1 (stereo unspecified)	-6	0	14	16	-6	1	2	-4.1	-1	0.6
30	COc1cccc(/C=C2/Sc3ccc(C(=O)NCCN4CCCCCC4)cc3NC2=O)c1	-1	-3	15	-23	0	-5	-9	4.7	-3	0.0
31	O=C(OCC(=O)c1ccc[nH]1)c1ccc([N+](=O)[O-])cc1	-2	2	4	8	1	2	-4	-2.0	0	-2.0
32	CC1(C)CC2CC(C)(CN2S(=O)(=O)c2ccc(C(=O)Nc3ccc(S(=O)(=O)N4CCOCC4)cc3)cc2)C1 (stereo unspecified)	3	0	-3	-4	-7	0	12	0.7	0	1.3
33	COCCCN1CCc2[nH]c(=S)[nH]c(=O)c2C1	-1	-6	3	5	0	-9	-4	-0.8	-4	2.5
34	Cc1ccc(S(=O)(=O)c2c(COC(=O)c3ccc(Cl)cc3)c(-c3ccccc3)nn2C)cc1	1	-1	-4	17	-1	1	0	-3.2	4	-0.9
35	CC(=O)NC(Cc1ccccc1)C(C)=O (stereo unspecified)	-2	1	5	16	100*	6	-14	-3.3	-2	4.3
36	O=C(CSc1nc2ccccc2[nH]1)NCCc1ccc(Cl)cc1	-3	9	9	-3	0	-4	-4	0.7	-4	-0.1

Continuation.
Values in the order: HTR5A ag ctr	cardiac RTF act	HTR5A inv ctr	MOR-DOR inv ag	CAL-PDZ inh HTS	Keap1 Nrf2 FP	RTF Ca sens inh	MOR-DOR ag	V-ATPase pHluor	C-LANA FP
37) Cc1cccc(-n2nnc(C(=O)NCc3ccco3)c2N)c1
    1	3	-7	9	2	-2	3	-1.5	2	1.1
38) CCCC(=O)Nc1ccc(Cl)c(NC(=O)c2cccnc2)c1
    3	-3	14	7	7	-1	0	-1.2	5	-1.2
39) O=S(=O)(c1ccc2nc(COc3ccc(Cl)cc3Cl)[nH]c2c1)N1CCOCC1
    1	-2	12	-5	1	-4	-3	0.8	1	-2.3
40) CN(C)c1nc(Oc2ccc(=O)[nH]n2)nc(N2CCOCC2)n1
    -2	1	-28	12	-4	-1	-12	-2.1	4	0.5
41) CCOCCCNS(=O)(=O)Cc1ccccc1
    1	2	10	7	·	0	-4	-1.6	0	0.2
42) COc1ccc(CC(=O)NC2CCN(CC(=O)N3CCCc4ccccc43)CC2)cc1OC
    0	0	-3	-5	-2	-4	2	1.0	0	-0.2
43) O=C(NCc1ccccn1)c1cccc(S(=O)(=O)NCc2ccccc2)c1
    2	3	-16	0	-3	-6	-8	-0.1	4	-0.7
44) CCOc1ccc(S(=O)(=O)c2c(C(=O)c3ccccc3)cnc3cc4c(cc23)OCCO4)cc1
    2	14	-9	-14	2	-3	-15	2.9	·	0.3
45) Cc1cc(N2CCOCC2)nc2ccccc12
    -9	1	-18	3	-4	2	0	-0.4	-2	0.6
46) O=C(N/N=C1\CCc2ccccc21)c1ccc(O)cc1
    0	-3	24	2	-4	-5	-2	-0.3	-3	-0.4
47) COCCNC(=O)c1ccc2c3n(nc2c1)-c1ccccc1CO3
    2	-6	-20	3	-2	-4	-10	-0.5	-1	-0.6
48) O=C(O)c1cc(-c2ccccc2)n[nH]1
    -2	13	-22	-9	-7	-5	-9	1.7	4	-1.0
49) O=C(NCc1cccc2ccccc12)Nc1ccccc1
    -7	-5	16	16	-1	-5	2	-3.2	2	-0.2
50) COC(=O)[C@H]1[C@H]2C[C@@H]3c4[nH]c5cc(OC)ccc5c4CCN3C[C@H]2C[C@@H](OC(=O)c2cc(OC)c(OC)c(OC)c2)[C@@H]1OC
    -2	14	14	-16	-2	-11	-2	2.8	0	0.9
51) CCOC(=O)N1CCc2c(sc3c2c(=O)n(Cc2ccccc2)c(=O)n3Cc2ccc(C)cc2)C1
    2	0	-5	-2	·	1	-8	0.3	1	-1.0
52) CCN1CCc2c(sc(NC(=O)C3COc4ccccc4O3)c2C(N)=O)C1 (stereo unspecified)
    15*	3	-44	13	-10	1	-2	-2.5	-1	6.6
53) Cc1cc(C)nc(NS(=O)(=O)c2ccc(NC(=O)C(C)C)cc2)n1
    0	6	1	6	-5	4	-4	-1.2	-4	0.8
54) CCN(CC)S(=O)(=O)c1cc(OCC(N)=O)c(C)cc1Cl
    3	13	-3	-2	-1	-2	-6	0.3	14*	0.6
